# MBD2 inh = MBD2-methylated oligo binding inhibition | Q9UBB5 | TR-FRET, MBD2 binding to methylated oligonucleotide | inhibition, % at 4.4 µM | hit rate 0.31% among 370,000; in the data active = inhibition above about 13%
# DAX1 inh-1 = inhibitors of DAX1 repression of SF-1 activated StAR promoter; HEK293T StAR-luciferase reporter, SF-1/DAX-1 repression relief; inhibition, % at 6.8 µM; hit rate 1.1% among 370,000; AID 652010;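 active = inhibition above the mean over all tested compounds plus 3 SD, cut at about 3.6% in these data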;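 also: 0% = DAX-1 cells with DMSO and 100% = cells lacking DAX-1 with DMSO; higher inhibition means more luminescence from relief of DAX-1 repression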
# PLC-gamma1 inh = inhibitors of human phospholipase C gamma1; hit rate 0.84% among 370,000; AID 720700; P19174; purified PLC-gamma1, fluorogenic substrate, fluorescence; inhibition, % at 12.2 µM; in the data active = inhibition above about 9.5%
# hcDAF12 agonist = H. contortus DAF-12 activation, primary screen | HEK293 hcDAF-12 lit1-tk-luc reporter, luminescence; 0% DMSO, 100% Δ7-dafachronic acid | activation, % at 6.8 µM | hit rate 1.4% among 370,000 | AID 652067;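 active = activation above the mean of all tested compounds plus 3 SD, cut at about 5.5% in these data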;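 also: 100% = response to 3 µM Δ7-dafachronic acid high control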
# NR1D1 modulator = modulates human Rev-erb alpha binding to DNA. activity, % at 10 µM. Rev-erbα–FITC-DNA binding, fluorescence polarization, 90 min. AID 1259318. P20393. hit rate 0.79% among 370,000;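 active = activity above about 14%, limit read from the data; passing the limit was not always enough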;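 also: 0% = DMSO wells with 35 nM protein and 100% = DMSO wells with 750 nM protein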
# hgDAF-12 ag = activates the H. glycines DAF-12 receptor ligand-binding domain. hit rate 1.8% among 370,000. HEK293 GAL4-hgDAF12 UAS-luciferase reporter, agonist luminescence; normalized to butyrate control. activation, % at 6.8 µM;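 active = activation above a cutoff set at the mean of all screened compounds plus 3 SD, cut at about 10% in these data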;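 also: 0% = DMSO wells and 100% = sodium butyrate wells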
# DAX1 inh-2 = inhibits human nuclear receptor DAX1; P51843; HEK293 Gal4-DAX1 luciferase reporter, luminescence; inhibition, % at 6.75 µM; hit rate 0.99% among 340,000; AID 504766;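 active = inhibition above the mean over all tested compounds plus 3 SD, cut at about 4.2% in these data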;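 also: 0% = DAX1-transfected cells with DMSO and 100% = empty-vector control cells with DMSO; inhibition shows as a rise in luminescence from relieved DAX1 repression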
# Target sequence (P51843 207-470 limits assumed): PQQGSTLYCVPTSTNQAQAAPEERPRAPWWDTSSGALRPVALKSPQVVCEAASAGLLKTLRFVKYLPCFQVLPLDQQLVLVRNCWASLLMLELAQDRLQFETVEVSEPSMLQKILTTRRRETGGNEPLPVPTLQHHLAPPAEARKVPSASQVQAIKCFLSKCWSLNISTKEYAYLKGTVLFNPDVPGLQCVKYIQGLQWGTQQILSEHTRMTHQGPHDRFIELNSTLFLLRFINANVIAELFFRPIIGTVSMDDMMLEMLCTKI
# ssDAF-12 act = activates DAF-12 receptor from parasite S. stercoralis. HEK293 ssDAF-12/GRIP1 lit1-tk-luc reporter, luminescence; % of 3 µM dafachronic acid response. hit rate 1% among 370,000. activation, % at 6.8 µM;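 active = activation above the mean over all tested compounds plus 3 SD, cut at about 0.9% in these data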;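 also: 0% = DMSO-only wells and 100% = 3 µM delta7-dafachronic acid wells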
# ADAM17 inh = ADAM17 inhibition, QFRET primary screen; AID 720648; hit rate 0.83% among 370,000; inhibition, % at 6.95 µM; P78536; recombinant ADAM17, EDANS/DABCYL FRET peptide cleavage;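 active = inhibition above the mean of compounds lying between control limits plus 3 SD, set per campaign, cut at about 8.5% in these data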;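 also: 0% = DMSO-only wells as the low control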
# Target sequence (P78536 215-824 limits assumed): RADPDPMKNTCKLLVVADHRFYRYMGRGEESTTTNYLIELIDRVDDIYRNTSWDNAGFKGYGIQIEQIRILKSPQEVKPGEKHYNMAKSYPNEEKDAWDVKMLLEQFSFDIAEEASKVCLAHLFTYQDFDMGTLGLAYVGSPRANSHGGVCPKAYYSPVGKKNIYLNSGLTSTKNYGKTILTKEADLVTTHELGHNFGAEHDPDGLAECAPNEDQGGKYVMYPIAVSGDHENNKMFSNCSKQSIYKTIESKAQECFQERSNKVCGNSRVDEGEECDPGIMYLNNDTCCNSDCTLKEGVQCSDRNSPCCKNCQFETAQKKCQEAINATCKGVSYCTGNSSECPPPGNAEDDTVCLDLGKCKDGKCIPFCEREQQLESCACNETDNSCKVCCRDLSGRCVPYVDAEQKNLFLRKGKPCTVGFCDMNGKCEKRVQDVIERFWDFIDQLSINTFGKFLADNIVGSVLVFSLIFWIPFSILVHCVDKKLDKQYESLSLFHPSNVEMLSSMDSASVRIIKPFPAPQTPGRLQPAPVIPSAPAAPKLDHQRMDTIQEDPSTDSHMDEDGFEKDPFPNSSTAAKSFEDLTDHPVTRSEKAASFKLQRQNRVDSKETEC
# PLCb3 inh = blocks human PLC-beta3 enzyme activity. inhibition, % at 12.2 µM. hit rate 0.18% among 370,000. Purified PLC-beta3, fluorogenic substrate, fluorescence. Q01970; in the data active = inhibition above about 11%;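 also: 0% = median of compound wells on plate and 100% = full blocker control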
# SMARCA2 activ = activators of SMARCA2 function | MG213 cells, MMTV-luciferase reporter, dexamethasone, overnight | activation, % at 9.1 µM | hit rate 1% among 370,000; in the data active = activation above about 7.8%;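 also: 0% = vehicle wells and 100% = reference activator wells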
# * marks the source's active call; other numbers are inactive results; · = not tested or not shown.
SMILES,MBD2 inh,DAX1 inh-1,PLC-gamma1 inh,hcDAF12 agonist,NR1D1 modulator,hgDAF-12 ag,DAX1 inh-2,ssDAF-12 act,ADAM17 inh,PLCb3 inh,SMARCA2 activ
CCS(=O)(=O)N1CCc2cc(OC)c(OC)cc2C1,4,-0.5,-6,-1.0,1,2.8,0.8,-0.9,-6,-8,-1
O=[N+]([O-])c1cccc(/C=C/c2nc(C=Nc3ccccc3)c(O)o2)c1,4,-0.3,0,0.4,0,2.1,0.8,-0.1,-3,-1,-2
COc1cc(-c2nc(CN3CCN(C(=O)c4ccco4)CC3)c(C)o2)ccc1F,1,-0.2,-1,-1.1,-1,-0.9,1.3,-1.1,-1,-4,-1
O=C(N/N=C/c1cccc(Br)c1)c1ccc(Br)cc1,2,0.5,-3,1.1,3,5.3,-0.8,0.0,1,-5,5
COc1ccc(CCNC(=O)CSc2nnnn2-c2ccccc2)cc1,9,0.3,3,-0.4,4,-1.1,1.8,-1.0,-4,0,-2
COc1cc(C(c2c(C)n(C)n(-c3ccccc3)c2=O)c2c(C)n(C)n(-c3ccccc3)c2=O)cc(Br)c1O,1,-0.8,3,-1.8,-5,1.6,-0.1,-1.1,-3,-6,-1
Cc1ccc(Cn2nnnc2CN2CCC(O)(c3cccnc3)CC2)cc1,3,0.6,1,-0.8,-1,-1.6,1.9,-1.6,-2,0,-3
Nc1cc(=O)nc(SCc2ccccc2)n1Cc1ccco1,1,-0.3,-3,-1.3,7,-1.5,2.1,-1.3,-4,-2,0
COc1cccc(Cn2c(NCc3ccco3)nc3c2c(=O)n(C)c(=O)n3C)c1,-2,-2.6,6,-3.4,4,-8.3,·,-2.1,-2,-3,-6
COc1nc(NCCO)nc(Nc2ccc([N+](=O)[O-])cc2)n1,1,-1.1,-1,-0.6,-3,1.6,-0.2,-1.1,-1,1,-4
Cc1cccc(C)c1NS(=O)(=O)c1ccc(F)cc1,-1,-0.6,4,4.1,1,0.3,0.4,-1.1,0,6,1
O=C(/C=C/c1ccccc1)NC(=S)Nc1ccc(N2CCOCC2)c(Cl)c1,4,0.8,1,-0.5,-2,0.8,2.8,-0.8,3,2,-3
COC1OC(COCc2ccccc2)C(N)C(OCc2ccccc2)C1OCc1ccccc1 (stereo not given),-1,-0.9,0,-0.8,-1,-1.9,-0.5,-1.2,1,-4,-3
COc1cccc(-c2nc(CC(=O)O)cs2)c1OC,2,-0.1,-4,-2.2,-3,-1.3,-0.2,-1.4,-11,0,-1
Cc1ccc(C(=O)N2CCN(S(=O)(=O)c3ccccc3[N+](=O)[O-])C2)cc1,5,-0.1,2,0.9,4,1.9,3.9,-1.4,-3,-7,1

# Single records, from the list above.
# COc1cccc(Cn2c(NCc3ccco3)nc3c2c(=O)n(C)c(=O)n3C)c1 is entered as MBD2 inh = -2; DAX1 inh-1 = -2.6; PLC-gamma1 inh = 6; hcDAF12 agonist = -3.4; NR1D1 modulator = 4; hgDAF-12 ag = -8.3; DAX1 inh-2 = ·; ssDAF-12 act = -2.1; ADAM17 inh = -2; PLCb3 inh = -3; SMARCA2 activ = -6
# Cc1ccc(Cn2nnnc2CN2CCC(O)(c3cccnc3)CC2)cc1 is entered as MBD2 inh = 3; DAX1 inh-1 = 0.6; PLC-gamma1 inh = 1; hcDAF12 agonist = -0.8; NR1D1 modulator = -1; hgDAF-12 ag = -1.6; DAX1 inh-2 = 1.9; ssDAF-12 act = -1.6; ADAM17 inh = -2; PLCb3 inh = 0; SMARCA2 activ = -3

# Remaining list, next part
SMILES,MBD2 inh,DAX1 inh-1,PLC-gamma1 inh,hcDAF12 agonist,NR1D1 modulator,hgDAF-12 ag,DAX1 inh-2,ssDAF-12 act,ADAM17 inh,PLCb3 inh,SMARCA2 activ
COC(=O)[C@@]1(Cc2ccc(F)cc2)[C@H]2c3cc(C(=O)N(C)C)n(Cc4ccccn4)c3C[C@H]2CN1C(=O)c1ccccc1,0,0.6,-22,-1.3,2,-0.9,·,-1.4,-7,-34,0
CC(C(=O)NC(C)(C)C)N(Cc1cccs1)C(=O)CCN1CCc2ccccc21 (stereo not given),5,-1.2,-1,-0.9,1,-0.2,-0.2,-1.3,-4,-7,-5
CC(C)c1ccc(NCCC(=O)c2ccc(Br)cc2)cc1,3,-0.3,0,-1.3,4,1.1,-1.2,-1.2,-5,-4,-1
CSc1ncc(C(=O)Nc2ccc(Cl)cc2)c(C)n1,-1,0.6,-1,1.6,1,1.4,-0.2,-0.2,5,-4,-2
CCSc1ccc(-c2ccc(C)cc2)nn1,1,11*,1,11*,-2,20*,0.6,0.0,-4,-4,13*
COc1ccc(C(=O)C[C@@H]2OC[C@H](C)N2S(=O)(=O)c2ccc(C)cc2)cc1OC,-5,-1.6,0,-2.2,1,-1.7,·,-1.3,-6,1,1
CCCNC(=O)c1ccccc1NC(=O)CN(c1ccccc1OCC)S(C)(=O)=O,-5,-1.2,0,-1.7,0,-0.3,0.4,-1.2,2,1,4
CCC[C@@H]1C[C@@H](C(=O)NC(C(C)Cl)[C@H]2O[C@H](SC)[C@H](O)[C@@H](O)[C@H]2O)N(C)C1 (stereo not given in full),-7,0.0,-2,0.2,1,1.0,-0.2,-1.0,-4,2,-4
COC(=O)Cc1nnn2c1CC(OC)c1ccccc1-2 (stereo not given),-2,-0.2,2,3.9,0,3.1,·,0.1,1,6,3
CN(CC(=O)Nc1ccc(Cl)c(C(F)(F)F)c1)C(=O)Cc1cccs1,1,-1.1,2,-2.5,10,-1.2,0.6,-1.0,0,-4,0
CCOc1ccc(NC(=O)CNC(=O)c2ccc(OC)c(OC)c2)cc1,-4,-0.8,-21,-1.5,1,0.3,0.0,-1.1,-43,-29,0
O=C(C[C@@H]1C[C@H]2c3cc(NC(=O)C4CCC4)ccc3O[C@H]2[C@@H](CO)O1)NCc1ccc(-c2ccccc2)cc1,3,-1.2,3,-2.5,0,-2.2,-0.2,-0.9,3,2,-5
COc1ccc(CN2CCC(n3nccc3NC(=O)C3CC3)CC2)c(Cl)c1OC,2,-0.2,1,-1.0,2,-0.9,0.1,-0.7,1,-4,-1
S=c1[nH]ccn1-c1cccc(Cl)c1,-2,-0.9,3,-1.0,-4,0.4,0.2,-1.4,-2,4,3
Nc1[nH]c(C(=O)c2ccccc2)c(-c2ccc(O)cc2)c1C(=O)NCCc1c[nH]c2ccccc12,0,·,-5,-0.6,4,-2.9,·,-1.9,3,-6,·

# Fetched one by one from above:
SMILES,MBD2 inh,DAX1 inh-1,PLC-gamma1 inh,hcDAF12 agonist,NR1D1 modulator,hgDAF-12 ag,DAX1 inh-2,ssDAF-12 act,ADAM17 inh,PLCb3 inh,SMARCA2 activ
CCCNC(=O)c1ccccc1NC(=O)CN(c1ccccc1OCC)S(C)(=O)=O,-5,-1.2,0,-1.7,0,-0.3,0.4,-1.2,2,1,4
S=c1[nH]ccn1-c1cccc(Cl)c1,-2,-0.9,3,-1.0,-4,0.4,0.2,-1.4,-2,4,3

# Other compounds follow:
SMILES,MBD2 inh,DAX1 inh-1,PLC-gamma1 inh,hcDAF12 agonist,NR1D1 modulator,hgDAF-12 ag,DAX1 inh-2,ssDAF-12 act,ADAM17 inh,PLCb3 inh,SMARCA2 activ
Cc1ccc(C(O)(C(=O)NN(C(=O)c2ccccc2)c2ccccc2)c2ccc(C)cc2)cc1,7,-2.5,0,0.2,-2,6.2,-0.1,-0.3,-7,3,-6
COc1ccc(-c2ccc(=O)n(CC(=O)NCC3COCCO3)n2)cc1 (stereo not given),8,1.4,-93,-0.8,0,-1.3,1.3,-0.9,-10,-87,0
CCc1ccccc1-n1c(SCC(=O)NC)nnc1-c1ccco1,-1,0.1,5,0.0,-5,-1.3,0.6,-0.5,1,-6,-1
Cn1nnc(NC(=S)NC(=O)c2cccc3ccccc23)n1,-7,0.5,2,-0.2,-2,0.1,-0.5,-0.8,3,3,0
CCC(=O)N1CCC1(C)C(=O)Nc1ccc(OC(F)F)cc1 (stereo not given),-4,-0.2,5,-1.1,0,-2.5,·,-1.3,0,0,0
NC(=O)C1CC(=O)N(Cc2ccc3c(c2)OCO3)C(=Nc2ccccc2)S1 (stereo not given),1,-0.9,0,-2.3,-4,3.1,-0.1,-0.8,-3,-1,-2
Cc1cccc(N2CC3=C(C2=O)C(c2ccccc2)NC(=O)N3C)c1 (stereo not given),-6,-0.3,-20,-0.2,2,2.4,-0.5,-1.4,-4,-21,-2
Cc1ccc([N+](=O)[O-])cc1NC(=O)CN1CCC(C)CC1,2,-0.2,1,-1.8,-6,0.6,0.3,-1.8,6,1,-2
CC1(C)CC(=O)C2=C(C1)OC(N)=C(C#N)C21C(=O)N(CN2CCOCC2)c2ccccc21 (stereo not given),3,0.4,1,-1.1,-2,-0.9,-0.9,-1.0,-2,1,-2
CCOc1ccc(NC(=O)CN2CCN(C(=O)c3ccco3)CC2)cc1S(=O)(=O)N1CCCC1,4,0.9,1,-1.4,-2,-3.5,-0.2,-0.9,-1,-11,-3
CC(=O)Nc1cccc(NC(=O)COc2ccccc2C)c1,1,-0.1,2,-2.7,0,-0.7,-1.6,-1.1,-1,-3,0
CCN(Cc1ccccc1)C(c1ccncc1)c1nnnn1C(C)(C)C (stereo not given),0,-0.2,-4,-1.5,1,0.9,-0.8,-1.7,-2,-3,-4
N/C(=N\OC(=O)CCCN1C(=O)c2ccccc2C1=O)c1ccc(Cl)cc1,-3,-0.1,2,0.6,5,-0.3,1.6,-1.8,-5,1,-2
CCN(CC)CCNC(=O)c1ccc(NC(=O)Cc2ccccc2F)cc1,2,0.4,3,-0.9,-5,-0.5,1.8,-1.4,0,1,2
Cc1ccc(NS(=O)(=O)c2csc(C(N)=O)c2)cc1C,1,-0.8,3,-1.0,1,-3.0,-2.7,-0.8,-2,-4,-4
CCOC(=O)N1CCC(NC(=O)c2cn(-c3ccc(OC)cc3)c(=O)c3ccccc23)CC1,2,-0.3,3,-2.2,-3,-3.8,-1.4,-0.5,-3,-7,-2
CCOC(=O)C1(C)/C(=N/Nc2ccc(Cl)cc2)C(=O)C(=O)N1c1ccccc1 (stereo not given),4,0.1,3,0.1,-1,-1.5,0.6,-0.1,-3,-3,-2
CCCCNC(=O)N1CCCC1C(=O)Nc1cccc(OC)c1 (stereo not given),2,0.0,-1,-1.8,4,-1.9,·,-1.7,1,-3,0
COc1ccccc1C1CC(c2cccs2)=Nc2ccccc2S1 (stereo not given),-1,-0.6,-42,4.2,5,8.9,-0.4,0.0,-9,-48,2
COc1ccccc1-c1nn(Cc2ccccc2)cc1C(=O)N1CCN(c2ncccn2)CC1,-1,-1.6,-5,-1.4,2,-2.4,-0.2,-1.5,-10,-16,-2
Cc1cc2c(cc1S(=O)(=O)Nc1cccc(F)c1)n(C)c(=O)c(=O)n2C,7,-0.3,-3,-2.8,-4,-0.4,-0.9,-1.2,-4,-4,-1

# Structures above printed as active in hcDAF12 agonist:
structure	MBD2 inh	DAX1 inh-1	PLC-gamma1 inh	hcDAF12 agonist	NR1D1 modulator	DAX1 inh-2	ssDAF-12 act	ADAM17 inh	PLCb3 inh	SMARCA2 activ
CCSc1ccc(-c2ccc(C)cc2)nn1	1	11*	1	11*	-2	0.6	0.0	-4	-4	13*
